Source: PubChem BioAssay
T cell modulator: modulates CD8 T cell binding to vesicles; hit rate 0.068% among 330,000; calls only at 7 µM; 2C CD8+ T cell-vesicle binding, flow cytometry; stronger effect = lower value;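 active = response, share of CD8 T cells binding vesicles, and their 90th percentile fluorescence all below set limits, cut at about 80% in these data, passing the limit was not always enough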
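Material: 2C TCR transgenic mouse naive CD8+ T cells, MACS-purified. Also added: QL9-charged Drosophila Ld/ICAM-1/B7-1 vesicles. Timing: binding 1.5 h at 37 °C. Measured by: high-throughput flow cytometry with anti-B7-1 and anti-CD8 staining. Read-out: percent CD8+ FL2 mean versus row control. Controls: Unloaded micro-vesicles (low), QL9 vesicles with 0.7% DMSO (high).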
bCat nuc transl: beta-catenin nuclear translocation modulation. hit rate 0.3% among 190,000. nuclear translocation activity, % at 5 µM. HeLa beta-catenin nuclear translocation, immunofluorescence imaging. AID 1665;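 active = nuclear translocation activity above 50% at 5 µM, with a well cell count of 50 or more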;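 also: per-cell ratio of nuclear to cytoplasmic median beta-catenin stain intensity; plate controls were DMSO negative control for no effect and GSK-3 inhibitor IX positive control for full effect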
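Read-out: Nuclear/cytoplasmic beta-catenin signal ratio, % activation | Assay system: Human HeLa cell line | Times: 24 h compound exposure at 37°C, 5% CO2 | Signal: Fluorescence imaging of beta-catenin antibody stain plus DAPI | Dosing: 5 µM primary, 0.02–20 µM confirmation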
WT yeast gro inh: growth inhibition of WT yeast, mitochondrial fusion screen; mitochondrial fusion phenotypic screen, WT strain; inhibition, % at 10 µM; hit rate 2.1% among 190,000; AID 1362; in the data active = inhibition above about 58%; tested in S. cerevisiae
Yfh1-off respiration: mitochondrial function rescue without frataxin homolog – Friedreich's ataxia, plus single-dose screen, dose response (AID 1465) | S. cerevisiae Yfh1-off respiration, WST-1 reduction, 72 h; higher fold induction means a stronger effect | fold induction at 50 µM; hits with a dose series show EC50 in µM | hit rate 0.074% among 220,000;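 active = fold induction of absorbance versus untreated yeast above a set limit, then at least 30% activation at any dose in follow-up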;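 also: activators that raise dye reduction in frataxin-depleted yeast; strong numbers were not always called active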
MT stabilizer: microtubule stabilization, imaging screen. HeLa tubulin immunostaining HCS, 24 h; share of cells brighter than vehicle mean+2SD. AID 2205. % tubulin-high responders, % at 10 µM. hit rate 0.83% among 200,000;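 active = plate Z-score above 3 for both tubulin-high and condensed-nucleus cell shares, with cell loss under 80%, at 10 µM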;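 also: anti alpha tubulin signal scored within the nucleus-defined area of each cell; some results filed as inactive read as strong as hits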
Dynein cargo inh: dynein cargo transport inhibition; 3617.4 mouse cells, GR-EGFP nuclear translocation imaging; test concentration mostly 20 µM; stimulated with dexamethasone, 1 µM; stronger effect = lower value; z-score, hits read low; hit rate 0.47% among 220,000; AID 1381;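 active = plate z-score of nuclear minus cytoplasmic receptor signal below a set negative limit, without overly bright fluorescence or cell loss, cut at about -3.5 in these data, passing the limit was not always enough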;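 also: z-score of nuclear minus cytoplasmic ring GR-EGFP intensity difference per well; some compounds called inactive have numbers as strong as hits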
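Buffer or medium: tet-free medium with charcoal-stripped serum / Also added: dexamethasone agonist, 1.0 µM final, for 30 min / Timing: induction 48 h, compound 1 h, agonist 30 min / Measured by: high-content fluorescence imaging after fixation / Read-out: nuclear-to-cytoplasmic GR-EGFP distribution per well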
Autophagy mod: autophagy modulation, high-content screen; hit rate 0.98% among 190,000; calls only at 10 µM (by protocol); MEF GFP-LC3 puncta imaging; test concentration mostly 10 µM; AID 463193;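 active = percentage of spot-positive cells more than 3 SD above its plate mean, without a fluorescence outlier flag or 80% toxicity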;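 also: spot-positive cell cutoff set from DMSO-treated cells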
P. falciparum M17LAP: P. falciparum M17LAP inhibitors, primary screen, biochemical, fluorogenic H-Leu-NHMec substrate, 1536-well (AID 1619); recombinant M17LAP, H-Leu-NHMec fluorogenic kinetic assay; higher % means a stronger effect; one-dose inhibition, % at 30 µM; IC50 in µM for titrated hits; hit rate 0.38% among 220,000;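 active = compound inhibiting the enzyme by more than half at any dose during confirmatory dose-response retesting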;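 also: plate controls were full reaction with DMSO carrier for no effect and no enzyme background for full effect; strong numbers were not always called active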
M1AAP inhibition: malaria alanyl aminopeptidase activity blockers – biochemical, fluorogenic H-Leu-NHMec substrate, 1536-well (AID 1445); recombinant M1AAP, H-Leu-NHMec fluorogenic kinetic assay; higher % means a stronger effect; inhibition, % at 30 µM, or IC50 in µM where a hit was titrated; hit rate 0.42% among 220,000;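 active = primary inhibition above the hit cutoff, then over 50% inhibition at one or more dose response concentrations, cut at about 23% in these data, passing the limit was not always enough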;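 also: plate controls were DMSO full reaction for no effect and no enzyme background for full effect; strong numbers were not always called active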
WT yeast gro inh mutant strain: recorded beside WT yeast gro inh, whose call it bears; inhibition, %; mitochondrial fusion phenotypic screen, mutant strain inhibition
Dynein cargo inh cytoplasmic EGFP: also measured in Dynein cargo inh; calls as there; z-score; measured here: cytoplasmic GR-EGFP intensity; stronger effect = higher value
Dynein cargo inh nuclear GR-EGFP: second read-out of Dynein cargo inh, no call of its own (marks repeat the call); z-score; measured here: nuclear GR-EGFP intensity;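 lower value marks the stronger effect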
Dynein cargo inh cell count: recorded beside Dynein cargo inh, whose call it bears; z-score; measured here: cell count per field
bCat nuc transl cell count 5 µM: second read-out of bCat nuc transl, no call of its own (marks repeat the call); cell count; measured here: cell count, cytotoxicity flag
T cell modulator vesicle-bound %: recorded beside T cell modulator, whose call it bears; double positive events, %; measured here: CD8+ vesicle-bound cell fraction;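 binding gate set so that unloaded-vesicle control wells show 10% double positive cells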
MT stabilizer Hoechst-high %: recorded beside MT stabilizer, whose call it bears; % Hoechst-high responders; measured here: nuclear condensation Hoechst responders;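 share of cells brighter than vehicle mean plus two SD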
MT stabilizer cytotoxicity %: second read-out of MT stabilizer, no call of its own (marks repeat the call); toxicity, %; measured here: cytotoxicity by cell density;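 0% = mean cell density of plate MIN control wells and 100% = no cells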
Autophagy mod cell loss 18 h: second read-out of Autophagy mod, no call of its own (marks repeat the call); toxicity, %; measured here: cell loss, nuclei count;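 cell loss after 18 h compound exposure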
The depositor's hits bear a star; i = inactive; · = no result given.

SMILES	T cell modulator	T cell modulator vesicle-bound %	bCat nuc transl	bCat nuc transl cell count 5 µM	WT yeast gro inh	WT yeast gro inh mutant strain	Yfh1-off respiration	MT stabilizer	MT stabilizer Hoechst-high %	MT stabilizer cytotoxicity %	Dynein cargo inh	Dynein cargo inh cytoplasmic EGFP	Dynein cargo inh nuclear GR-EGFP	Dynein cargo inh cell count	Autophagy mod	Autophagy mod cell loss 18 h	P. falciparum M17LAP	M1AAP inhibition
CCOC(=O)N1CCN(C(=O)COc2cccc3c2CCN(Cc2cccc(C)c2)C3=O)CC1	i	40.4	-1.3	1163	-2.9	-3.3	·	2.7	3.1	3.2	-0.351	-0.313	-0.399	0.698	i	17.4	-1.7%	3.9%
Cc1ccsc1C(=O)Nc1cc(C(C)(C)C)nn1-c1ccccc1	i	31.1	-1.5	1116	-33.7	-12.6	i	2.1	1.0	5.8	-0.123	-0.248	0.241	0.483	i	-1.6	-0.4%	-2.7%
O=C(Nc1ccccc1F)Nc1ccccc1N1CCCCC1	i	37.1	-0.4	1088	·	·	i	·	·	·	-0.234	-0.266	-0.236	0.165	·	·	-0.3%	7.4%
O=C1C=CN(Cc2ccccc2)CC1	·	·	-2.6	1200	·	·	i	·	·	·	-0.0331	-0.606	-0.0532	-0.157	·	·	-1.1%	8.8%
CCn1c(SCC(=O)c2[nH]c(C)c(C(C)=O)c2C)nnc1-c1ccccc1	i	20.1	2.5	1385	·	·	i	5.1	1.1	2.8	0.0769	-0.177	0.292	-0.725	i	10.9	3.6%	0.4%
COC(=O)c1ccccc1OCC(=O)N1CCN(c2ccc(OC)cc2)CC1	i	27.4	-0.1	1363	-15.1	-2.8	i	2.7	1.8	6.8	0.686	-0.186	0.867	0.589	i	18.6	5.5%	3.0%
CCN(CC)S(=O)(=O)c1ccc(C)c(NC(=S)NNC(=O)C2CC2)c1	i	33.3	1.5	905	-9.4	18.5	i	3.7	2.6	6.3	0.773	-0.329	-0.09	0.481	i	1.3	-8.5%	3.7%
COc1cc(/C=N/Nc2nc3ccccc3s2)ccc1O	i	35.1	1.7	1147	·	·	i	·	·	·	0.527	-0.257	0.148	0.0392	·	·	1.5%	7.5%
Cc1ccc(N(CC(=O)NC(C)(C)C)C(=O)CNC(=O)c2cccs2)cc1C	i	48.2	-3.3	937	3.6	3.1	i	0.8	1.6	3.3	-0.0322	-0.385	0.21	0.516	i	12.8	4.3%	2.2%
Cc1c(C(=O)OCC(C)C)[nH]c2c1C(=O)CC(c1cccs1)C2 (stereo unspecified)	i	61.1	294.9*	218*	11.1	-1.7	i	13.3*	48.8*	37.4*	0.0211	0.815	0.499	0.97	i	75.9	-12.0%	4.4%
CCCCC1(C)OC(=O)C(=Cc2ccc(N(C)C)cc2)C(=O)O1 (stereo unspecified)	i	6.8	0.3	1341	4.9	-3.7	i	1.2	2.0	9.4	-0.0363	-0.192	-0.147	0.43	i	-1.3	6.8%	0.9%
COCC(=O)Nc1ccc2c(c1)OCO2	i	38.6	-0.4	1494	-16.2	-11.4	i	2.1	2.3	6.7	1.39	-0.111	0.584	-0.736	i	-0.2	-11.7%	-12.9%
COc1ccc(Cn2c(-c3ccco3)nc3oc4ccccc4c(=O)c3c2=O)cc1	i	34.4	-0.5	1077	0.5	17.6	i	2.2	2.0	5.5	-0.0866	-0.181	0.211	-0.17	i	0.7	-6.0%	4.5%
CC(=O)Nc1nc(CCC(C)C)cc2c1c(=O)oc1ccccc12	i	30.8	·	·	33.4	25.6	i	2.4	1.6	6.4	-0.107	-0.254	0.255	1.1	i	0.2	1.4%	7.5%
CC(=O)Nc1ccc(NC(=O)C(F)(F)F)cc1	i	51.3	1.9	1079	-13.6	-0.7	i	2.8	2.7	19.8	-0.498	-0.206	-0.127	-0.183	i	1.0	8.8%	1.6%
C=C(C)Cn1c(SCCN2CCOCC2)nc2c1c(=O)[nH]c(=O)n2C	i	19.0	·	·	-5.7	5.4	i	2.4	2.5	7.9	-0.913	-0.261	-0.645	0.779	i	8.1	3.0%	-0.1%
COc1ccc(-c2csc(N3CCOCC3)n2)cc1OC	i	39.3	-1.3	1152	11.7	0.7	i	5.3	2.1	7.0	4.61	0.268	2.93	-2.69	i	-3.6	-1.3%	13.0%
C=CCOc1c(Br)cc(CNc2ccc3[nH]c(=O)[nH]c3c2)cc1OCC	i	53.7	-3.3	1135	2.7	-3.9	i	2.9	1.7	2.2	0.364	-0.0476	0.321	-0.349	i	15.9	-0.3%	16.3%
CCn1c(C)nc2cc(C(=O)NNC(=S)Nc3ccccc3OC)ccc21	i	31.0	-0.2	1308	·	·	i	·	·	·	-0.444	-0.257	-0.452	0.38	·	·	0.2%	-3.2%
Cc1nn(Cc2ccc(Cl)cc2)c2sc(C(=O)OCC(N)=O)cc12	i	10.4	·	·	3.6	-9.0	i	2.3	1.2	14.6	1.5	-0.229	0.948	-0.365	i	-3.6	-9.4%	1.5%
Cc1nn(-c2cc(N3CCOCC3)ccc2[N+](=O)[O-])c(=O)c2ccccc12	·	·	·	·	-7.3	-3.0	i	1.4	1.3	18.7	-0.0609	-0.135	-0.183	0.208	i	1.6	8.8%	4.4%
Cc1onc(-c2ccccc2)c1C(=O)n1cccn1	i	9.7	·	·	-20.8	0.1	i	3.1	1.9	4.8	-0.846	-0.211	-0.597	0.331	i	0.8	-1.2%	1.3%
CCC(=O)N1CCn2c1nc1ccccc12	i	39.8	·	·	12.9	30.4	i	2.8	1.9	4.5	-0.268	0.0212	-0.811	0.514	i	0.3	-8.8%	1.3%
Cc1cccn2c(=O)c3cc(C(N)=S)c(=N)n(CCCOC(C)C)c3nc12	i	2.6	-0.8	1206	-3.7	-0.7	i	4.5	1.6	6.0	-0.993	0.0744	-0.26	-0.244	i	-7.5	-113.7%	13.2%
CC12C=CC3(CN(Cc4ccccc4)C(=O)C3C1C(=O)NCc1ccco1)O2 (stereo unspecified)	i	16.5	0.4	1479	-24.8	6.1	i	1.6	1.5	3.0	3.94	0.0126	2.47	-2.71	i	2.2	14.1%	5.3%
COc1ccc(C2=NN(C(=O)CCCC(=O)O)C(c3cn(-c4ccccc4)nc3-c3ccccc3)C2)cc1 (stereo unspecified)	i	28.8	0.0	1295	·	·	i	·	·	·	0.992	-0.135	0.993	0.129	·	·	0.4%	14.7%
C=CCN1C(=O)CSc2ccc(C(=O)N3CCC(C)CC3)cc21	i	1.9	-0.5	1439	18.1	19.8	i	1.7	1.3	1.3	0.918	-0.219	0.0877	-0.0441	i	-7.6	8.6%	0.8%
CC(=O)N1C(C)c2ccccc2C(C)(C)CC12CCCCC2 (stereo unspecified)	i	28.7	1.0	1011	20.9	3.3	i	4.8	2.1	5.1	0.974	-0.189	0.919	-0.775	i	3.4	3.2%	3.7%
CCOC(=O)c1ccc(OCc2nc(-c3cccs3)no2)cc1	i	42.9	-0.7	1223	-14.2	-4.5	i	4.0	2.7	1.0	-0.496	-0.24	-0.268	-0.309	i	-5.9	-3.0%	3.4%
Cc1[nH]n(-c2ccccc2)c(=O)c1C=Nc1ccc(S(=O)(=O)N=C(N)N)cc1	i	49.1	1.0	1193	·	·	i	·	·	·	-0.333	-0.261	-0.0941	0.0751	·	·	9.3%	3.6%
O=C(C1=C[C@@H](c2coc3ccccc3c2=O)C[C@@H](OCc2ccc(CO)cc2)O1)N1CCN(Cc2ccccc2)CC1	i	46.1	-0.2	1071	12.5	8.7	i	2.1	1.4	9.6	-0.306	-0.232	0.121	0.0251	i	11.6	-2.1%	3.9%
COc1ccccc1NC(=O)C(=O)N/N=C(\C)CC(=O)Nc1ccccn1	i	55.5	-0.2	1472	2.2	12.3	i	2.3	1.5	5.4	-0.638	-0.257	-0.125	0.332	i	9.0	1.9%	-0.1%
CCCN(CC1CC1)C(=O)CCc1nnc(CCc2c[nH]c3ccccc23)o1	i	58.6	1.1	951	9.1	6.9	i	2.4	1.8	5.5	2.64	-0.236	1.07	-1.31	i	-12.5	-1.7%	-3.0%
N#CC1=C(SCc2ccccc2)NC(=O)CC1c1cccc(O)c1 (stereo unspecified)	i	44.7	1.4	1150	11.0	-8.2	i	10.4	2.6	3.2	-0.726	-0.173	-0.194	0.513	i	0.9	-0.6%	-5.9%
CCOC(=O)C1CCN(c2c(NCCCN3CCN(Cc4ccccc4)CC3)c(=O)c2=O)CC1	i	15.8	·	·	-10.6	-6.9	i	2.2	1.5	3.6	-1.43	-0.184	-0.565	1.33	i	-5.5	-0.1%	2.6%

An unsorted share of the library; any-hit rate near 4.4%.
